# N-glyco inh: increase of ERlucT glycosylation luciferase signal, primary screen, N-linked glycosylation inhibitor project, D54 ERlucT cells, luminescence, set 2. D54 ERlucT glycosylation luciferase reporter, 24 h; percent of 100 nM tunicamycin response. reporter increase, % at 12.5 µM. hit rate 0.23% among 360,000. AID 588692, 2011;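 active = mean luciferase reporter signal, scaled so untreated is 0 and the glycosylation-blocking control 100, at or above a set limit in every replicate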;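 also: luciferase carries N-glycosylation sites so blocking glycosylation raises the light; 0% = median of neutral control wells and 100% = median of 100 nM tunicamycin wells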
# H9c2 protect: cardioprotection against H2O2-induced cell death, primary screen, uHTS, H9c2 cells, ATPLite luminescence; H9c2 cardiomyocytes, H2O2 injury protection, 2 h; protection from H2O2 cell death, % at 20 µM; hit rate 0.63% among 360,000; AID 588492, 2011;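 active = compounds giving at least 50% protection of heart cells from peroxide-induced death in the single-dose screen, raw or plate-pattern-corrected value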;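 also: 0% = DMSO wells with peroxide and 100% = DMSO wells without peroxide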
# PDI inh: inhibitors of human PDI, primary screen, biochemical, turbidity, single point, plate reader | Protein disulfide-isomerase (Homo sapiens), P07237 | PDI insulin aggregation turbidity, A650, 90 min | inhibition, % at 10 µM | hit rate 0.052% among 350,000 | AID 588391, 2011;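 active = mean inhibition across replicates of 30% or more, whatever share of single replicates reach that level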;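 also: absorbance from insulin aggregation driven by PDI reduction with DTT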
# Target sequence (P07237 whole entry, looked up): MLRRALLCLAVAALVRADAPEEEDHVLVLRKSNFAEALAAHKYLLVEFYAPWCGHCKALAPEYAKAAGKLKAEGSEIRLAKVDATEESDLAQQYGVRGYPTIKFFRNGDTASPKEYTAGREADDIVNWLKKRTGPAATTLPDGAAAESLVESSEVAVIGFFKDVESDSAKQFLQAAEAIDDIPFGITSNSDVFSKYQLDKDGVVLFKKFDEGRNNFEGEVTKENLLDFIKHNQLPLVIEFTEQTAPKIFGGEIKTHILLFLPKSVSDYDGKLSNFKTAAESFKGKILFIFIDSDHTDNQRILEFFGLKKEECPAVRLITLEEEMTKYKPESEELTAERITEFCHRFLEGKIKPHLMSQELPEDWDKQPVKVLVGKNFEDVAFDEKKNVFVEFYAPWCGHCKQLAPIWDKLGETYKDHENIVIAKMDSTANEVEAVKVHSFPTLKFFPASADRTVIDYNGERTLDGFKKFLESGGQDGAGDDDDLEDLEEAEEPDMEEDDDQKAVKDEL
# ABCB6 inh 2: ABCB6 transporter inhibitors, primary screen, K562-ABCB6 cells, flow cytometry, MLPCN library; ATP-binding cassette sub-family B member 6 (Homo sapiens), Q9NP58; K562-ABCB6 porphyrin accumulation, 1 h; hits give low values; fluorescence ratio to DMSO, % at 10 µM; hit rate 0.19% among 360,000; AID 602162, 2011;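 active = fluorescence ratio to DMSO below 75%, the collection mean minus 3 SD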;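 also: signal is porphyrin accumulated inside mitochondria; 100% equals median channel fluorescence of DMSO control wells; lower ratio means ABCB6 inhibition with less porphyrin fluorescence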
# MC4R antagonist: MC4R antagonists of cAMP signaling, primary screen, cell-based, TR-FRET, antagonist arm of biased-ligand search; Melanocortin receptor 4 (Homo sapiens), P32245; MC4R-expressing cells, MTII-stimulated cAMP, LANCE TR-FRET; inhibition, % at 6.5 µM; hit rate 0.48% among 360,000; AID 540295, 2011;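 active = inhibition above its plate's cutoff, the mean of tested wells on that plate plus 3 SD, cut at about 29% in these data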;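 also: 0% = Melanotan II alone and 100% = Melanotan II plus saturating MCL0020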
#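 System – human MC4R-expressing U2OS cells · Also added – Melanotan II · Dosing – one concentration, 6.5 µM nominal · Timing – 30-min compound, 1-h challenge, 1-h detection, room temperature · Measured by – Eu-cAMP/anti-cAMP TR-FRET, emission 671 nm · Replicates – singlicate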
# HTR2A ag: mouse Htr2a agonists via beta-arrestin recruitment, primary screen, cell-based, luminescence; activation, % at 7.6 µM; CHO-K1 mHTR2A beta-arrestin complementation; percent of 30 µM serotonin response; hit rate 0.66% among 360,000; AID 624169, 2012; 5-hydroxytryptamine receptor 2A (Mus musculus), P35363;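 active = activation above a run cutoff, the mean activation of all tested compounds plus 3 SD, cut at about 14% in these data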;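 also: 0% = plate median of compound wells and 100% = 30 µM serotonin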
# Target sequence (P35363 whole entry, looked up): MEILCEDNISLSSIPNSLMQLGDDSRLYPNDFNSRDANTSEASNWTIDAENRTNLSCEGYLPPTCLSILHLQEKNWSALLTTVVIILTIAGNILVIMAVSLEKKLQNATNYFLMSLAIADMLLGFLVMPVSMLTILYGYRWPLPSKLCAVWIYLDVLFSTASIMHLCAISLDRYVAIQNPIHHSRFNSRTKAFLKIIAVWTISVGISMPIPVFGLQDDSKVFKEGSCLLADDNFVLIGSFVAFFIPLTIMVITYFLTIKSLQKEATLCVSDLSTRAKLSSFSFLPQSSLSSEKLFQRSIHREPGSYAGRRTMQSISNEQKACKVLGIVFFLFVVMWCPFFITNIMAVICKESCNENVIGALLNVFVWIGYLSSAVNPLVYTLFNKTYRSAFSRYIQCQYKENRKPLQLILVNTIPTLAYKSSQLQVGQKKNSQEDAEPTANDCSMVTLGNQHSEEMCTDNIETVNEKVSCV
# CaV13 ICDI inh: Primary screen for inhibitors of IQ motif and Ca2+-dependent inactivation inhibitor domain binding in CACNA1D, Förster resonance energy transfer in living cells, … | HEK cells, CFP/YFP FRET ICDI-IQ, plate reader, 10 min; percent FRET-ratio fall versus neutral wells | inhibition, % at 12.3 µM | hit rate 0.098% among 340,000 | AID 743397;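 active = mean replicate inhibition of at least 30% and at least 1% of replicates passing that level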;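 also: 0% = median of the neutral control wells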
# MC4R barr agon: MC4R agonists recruiting beta-arrestin, primary screen, cell-based, luminescence, agonist arm of biased-ligand search | Melanocortin receptor 4 (Homo sapiens), P32245 | U2OS MC4R beta-arrestin complementation; percent of melanotan II response, DMSO zero | activation, % at 8.9 µM | hit rate 0.98% among 360,000 | AID 540308, 2011;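 active = activation above a per-plate cutoff, the mean activation of sample wells on that plate plus 3 SD, cut at about 8% in these data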
# ABHD5 PLIN5 PPI: ABHD5-PLIN5 interaction inhibitors, primary screen, cell lysate, split luciferase complementation, luminescence | Split G. princeps luciferase complementation, 4 h | Perilipin-5 (Homo sapiens) + 1-acylglycerol-3-phosphate O-acyltransferase ABHD5 (Homo … | hit rate 0.78% among 360,000 | inhibition, % at 4 µM | AID 602281, 2012;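 active = inhibition above the mean inhibition across every tested compound plus 3 SD, cut at about 22% in these data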;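 also: 0% = DMSO only wells and the 100% control is not disclosed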
# Granule exo inh: LAMP-1 surface exposure blockers, TALL-104 cells – cell-based, flow cytometry, MLPCN library, primary screen; TALL-104 LAMP-1 surface exposure; cells stimulated with thapsigargin and PMA; inhibition, % at 10 µM; hit rate 0.66% among 360,000; AID 651702, 2012;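 active = inhibition above about 55%, limit read from the data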
# * hit, by the source's call; . = not tested or not shown.
Structure,N-glyco inh,H9c2 protect,PDI inh,ABCB6 inh 2,MC4R antagonist,HTR2A ag,CaV13 ICDI inh,MC4R barr agon,ABHD5 PLIN5 PPI,Granule exo inh
O=C(CNC(=O)c1ccc(Br)o1)Nc1ccc(F)c(S(=O)(=O)N2CCOCC2)c1,0,2,7,99,0,-3,-6,-0.6,-2,0
CCOC(=O)c1sc(NC(=O)c2cc(S(=O)(=O)N3CCOCC3)ccc2C)nc1C,-4,-2,1,.,20,-1,.,-1.0,2,-1
Cc1ccc(NC(=O)CSc2nnc(CN3CCOCC3)n2-c2ccccc2)cc1,1,0,2,97,6,4,-5,-0.6,1,0
Cc1cc(C)c2c(-n3cccc3)n[nH]c2n1,1,-10,-7,98,-9,4,-1,-1.6,2,0
CC1CCCCN1CCCNC(=O)CN1C(=O)c2cccnc2Oc2ccc(Cl)cc21 (centres undefined),1,1,-11,97,8,6,-5,-3.5,-3,-1
NC(=O)COC(=O)c1ccc2c(c1)S(=O)(=O)c1ccccc1C2=O,2,2,14,102,4,6,-5,-2.4,2,-3
CC(C)CC(=O)N1CCN(c2ccc([N+](=O)[O-])cc2Cl)CC1,-4,4,-21,102,-6,-2,-6,-1.1,-9,5
O=C(NCc1ccco1)c1ccccc1-c1ccc(C(F)(F)F)cc1,1,-7,3,94,8,-2,-4,-0.9,1,-1
CC1CC(C)CN(CCCNC(=O)C2CCC(=O)N2C2CCCC2)C1 (centres undefined),3,0,-21,101,-7,6,-10,5.2,10,0
COc1ccc(/C=C2\Sc3ccc(C(=O)NCC4CCCO4)cc3N(C)C2=O)cc1 (centres undefined),-4,1,4,99,12,-6,-7,-0.3,-3,4
Cc1ccc(S(=O)(=O)N2CCCCC2c2cccnc2)c(C)c1C (centres undefined),-1,-2,1,96,18,-5,-5,1.0,-3,2
CCCCCN1CC(=O)N2Cc3[nH]c4ccccc4c3C[C@H]2C1=O,2,5,3,99,-7,9,-5,-0.1,-9,7
CC(=NCCCn1ccnc1)C1=C(O)c2ccccc2C1=O,0,5,-2,93,-1,-2,-4,-0.2,4,-3
CCN(CC(=O)Nc1ccccc1C(F)(F)F)C(=O)CN1C(=O)NC2(CCCCC2)C1=O,-2,1,7,102,-6,17*,-6,-2.0,9,-3
CCCC(=O)Nc1ccc(-c2cnc(-c3ccc(NC(=O)CCC)cc3)nc2)cc1,2,1,7,101,6,3,-5,-2.0,2,0
O=P(O)(O)c1ccccc1OCc1ccccc1,1,9,9,105,2,0,.,-0.5,4,3
O=C(COC(=O)c1cc(Cl)ccc1Cl)Nc1ccc2[nH]c(=O)[nH]c2c1,0,13,12,94,7,-6,-6,1.4,5,-3
COc1ccc(NC(=O)Nc2cccc3[nH]c([C@@H]4O[C@H](CO)[C@@H](O)[C@H](O)[C@H]4O)nc23)cc1OC1CCCC1,2,9,0,99,18,-3,4,-3.5,4,-10
CCc1nc2ccc(C(=O)NCCCn3ccnc3)cn2c1N(C)Cc1ccc(N(C)C)cc1,1,9,5,99,-1,-3,1,0.6,5,13
CCOc1ccc2[nH]cc(S(=O)(=O)c3ccc(Cl)cc3)c(=O)c2c1,1,-25,-2,85,0,-3,-7,-2.4,-7,2
COc1ccc(-n2cnnc2SCC(=O)Nc2cc(C(C)(C)C)nn2-c2ccccc2)cc1,-7,-13,-2,87,2,0,.,0.3,2,-3
COc1cc(CNC[C@H]2O[C@@H](n3ccc(N)nc3=O)[C@H](O)[C@@H]2O)ccc1OCc1cccc(Cl)c1,2,0,-1,98,11,-6,-6,1.0,5,-2
O=C(Nc1ccc2oc(-c3ccncc3)nc2c1)c1ccc([N+](=O)[O-])o1,3,-8,6,104,6,3,-6,0.8,6,-6
O=c1c(-c2ccc(O)cc2O)coc2cc(O)cc(O)c12,-4,3,.,101,0,-2,.,-1.0,2,7
Cc1ccccc1-c1nc(SCc2cccnc2)c2c(=O)n(C)c(=O)n(C)c2n1,-2,-10,14,102,5,13,-20,0.6,-5,4
COc1ccc(CCNS(=O)(=O)CCNC(=O)c2ccc3c(c2)OCO3)cc1,0,-2,3,102,9,0,-6,-2.0,10,10
CN(CCCN1CCOCC1)C(=O)c1ccc2nc(Cc3cccc(Cl)c3)oc2c1,-2,-5,-3,96,-6,-10,-6,1.2,4,4
Cc1cc(C)c(OCC(=O)OCC(=O)NC2CCC(C)CC2)c(C)c1 (centres undefined),0,0,4,100,-3,1,-6,-0.1,1,1
Cc1ccc(O)c(CNc2cnc3ccccc3c2)c1,2,-11,1,100,1,-7,0,-0.6,-8,1
CC(C)Cc1cc(C(=O)N2CCN(C(c3ccccc3)c3ccccc3)CC2)no1,-4,-33,.,103,12,2,-4,-0.7,-1,-4
COc1cccc(-c2nc(-c3ccccc3)[nH]c(=O)c2C#N)c1,1,-20,2,92,10,-2,.,-0.1,5,0
COc1ccc(CC(=O)OCC(=O)Nc2ccc(Br)cc2)cc1,0,-5,9,83,1,3,-5,-0.8,0,7
COc1ccc(N(C(=O)c2snc(C(N)=O)c2N)C(C(=O)NC2CCCC2)c2cccs2)c(OC)c1 (centres undefined),-2,-1,0,91,16,6,-4,-0.4,-3,28
Cc1ccc(NC(=O)c2ccc3snnc3c2)cc1,-2,-9,3,91,0,-1,-7,-1.7,4,-1
Cc1noc(C)c1S(=O)(=O)Nc1c(C)n(C)n(-c2ccccc2)c1=O,0,-2,3,111,3,1,-4,2.7,6,4
Cc1ccc(NC(=O)N[C@@H](CC(C)C)C(=O)O)c(C)c1,0,7,-2,98,6,-5,-2,-0.7,-4,-6
COc1ncnc2c1oc1nc(C(C)C)c3c(c12)CC(C)(C)OC3,3,3,0,94,3,-2,-4,1.0,7,-5
COc1ccc(C(CNC(=O)Cc2cc(OC)c(OC)c(OC)c2)N2CCCC2)cc1 (centres undefined),0,-3,5,105,-4,-2,.,-1.4,7,-1
Fc1ccccc1N1CCN(Cc2nc(-c3ccccc3)no2)CC1,-1,-3,7,104,4,-1,-8,-1.4,1,-1
COc1ccc(S(=O)(=O)Nc2cccc3c2O[C@H](CN(C)Cc2ccc(C(=O)O)cc2)[C@@H](C)CN([C@H](C)CO)C3=O)cc1,-1,4,-5,98,3,-1,-5,-0.6,7,-1
CC(C)C(NC(=O)c1ccccc1)C(=O)NCCc1ccccc1 (centres undefined),-4,11,3,100,1,-5,0,-3.6,-5,0
O=C(NCc1cccc(F)c1)c1cccc2c1C(=O)c1ccc(N3CCC(Cc4ccccc4)CC3)cc1S2(=O)=O,-4,-1,-3,208,0,2,.,-1.5,-4,-4
Cc1cc(C(=O)OCC(=O)N(C)c2ccccc2)c(C)o1,2,6,5,105,-2,-6,-2,-1.2,-2,1
COc1ccc(OC)c(NC(=O)CCNS(=O)(=O)c2ccc3c(c2)oc(=O)n3C)c1,0,17,-4,98,4,2,-5,-1.4,2,-2
Cc1ccc(NC(=O)N2CCc3ccccc3C2)cc1,-3,1,11,99,2,-6,-9,-1.0,0,1
CCOc1ccc(Cl)cc1C1=CC(=O)C[C@H](c2ccc(OC)cc2)C1,23,-8,-5,98,-20,7,-5,-2.6,-3,2
C=CCC12C=C(OC)C(=O)OC(OC)(C1O)[C@H](c1ccc3c(c1)OCO3)[C@H]2C (some centres undefined),1,2,.,104,0,1,.,0.8,6,3
COc1ccccc1C(=O)NC(=O)COC(=O)c1oc2ccccc2c1C,2,-3,4,95,-2,7,-5,0.3,6,10
CCOc1ccc(Cl)cc1S(=O)(=O)N1CCCC1,-1,4,3,98,10,-5,-5,-1.6,-8,0
COC(=O)NNC(=S)NCc1ccc(C)cc1,4,4,-47,101,1,-1,-18,-2.3,-4,2

# Further compounds.
Structure,N-glyco inh,H9c2 protect,PDI inh,ABCB6 inh 2,MC4R antagonist,HTR2A ag,CaV13 ICDI inh,MC4R barr agon,ABHD5 PLIN5 PPI,Granule exo inh
O=S(c1ccccc1)c1ccccc1,-1,5,-7,99,-4,1,-19,-0.1,-1,0
CN(CC(=O)NCc1ccncc1)S(=O)(=O)c1ccc(F)cc1,2,-22,-5,98,1,0,-8,-0.3,-1,-4
CCCC(=O)Nc1cccc(-c2cn3cccnc3n2)c1,5,6,-7,98,-6,2,-3,-0.4,9,-3
COc1ccc(-c2cc(-c3ccccc3)c(C#N)c(SCC(=O)Nc3ncc(C)s3)n2)cc1,-9,-4,5,99,2,5,-3,-1.7,4,0
CCN(CC)C(=O)c1[nH]cnc1C(=O)NCC(=O)OCc1ccccc1,-1,105*,-7,91,20,4,-18,-0.1,4,6
CCOC(=O)C1(C)CCCCN1C(=O)c1ccnc(Cl)c1 (centres undefined),2,0,-14,96,11,-2,-10,0.5,5,0
COc1cccc(/C=C(/C(=O)OCC(=O)NC2CCCCCCC2)c2ccccc2)c1,-4,-17,-3,104,2,-2,-3,0.8,-2,2
O=C(CSc1nc2ccccc2c(=O)[nH]1)Nc1ccc(N2CCOCC2)cc1,1,16,8,103,4,9,.,-1.0,11,20
CC(C)CN(CC(C)C)CC(O)COc1ccc([N+](=O)[O-])cc1 (centres undefined),1,-9,8,97,10,4,-3,10*,-2,0
Cn1c(N)c(C(=O)COC(=O)Cc2ccc(F)cc2)c(=O)n(C)c1=O,2,0,-4,101,8,7,-6,-2.5,3,2
CC(=O)c1cccc(NS(=O)(=O)c2ccc(NC(=O)N3CCCCC3)cc2)c1,-2,-11,-3,89,9,0,.,0.9,-3,3
COc1ccc(OCCSc2nc(C)nc3ccccc23)cc1,-2,-26,2,121,-2,8,-3,-1.4,-6,-1
O=c1c2ccccc2c(C=Nc2ccc(O)cc2)c(O)n1Cc1ccccc1,-1,-3,-2,94,-3,-3,-183,0.2,-5,4
OCCN(CCCn1c(C(F)(F)F)nc2ccccc21)c1nc(CN2CCCCC2)cs1,0,1,0,98,-1,-5,-5,2.3,5,-3
